LmPK inh: LmPK (Leishmania mexicana) enzyme inhibition. Potency, µM (titrated, usually from 57.5 µM), for the others: top-dose activity change, negative = inhibition, usual class: inhibitors. purified LmPK, Kinase-Glo ATP luminescence, 1 h. 0.37% of 290,000 active; further: potency means the concentration at half of the fitted maximal effect
Target sequence (Q27686 whole entry, looked up): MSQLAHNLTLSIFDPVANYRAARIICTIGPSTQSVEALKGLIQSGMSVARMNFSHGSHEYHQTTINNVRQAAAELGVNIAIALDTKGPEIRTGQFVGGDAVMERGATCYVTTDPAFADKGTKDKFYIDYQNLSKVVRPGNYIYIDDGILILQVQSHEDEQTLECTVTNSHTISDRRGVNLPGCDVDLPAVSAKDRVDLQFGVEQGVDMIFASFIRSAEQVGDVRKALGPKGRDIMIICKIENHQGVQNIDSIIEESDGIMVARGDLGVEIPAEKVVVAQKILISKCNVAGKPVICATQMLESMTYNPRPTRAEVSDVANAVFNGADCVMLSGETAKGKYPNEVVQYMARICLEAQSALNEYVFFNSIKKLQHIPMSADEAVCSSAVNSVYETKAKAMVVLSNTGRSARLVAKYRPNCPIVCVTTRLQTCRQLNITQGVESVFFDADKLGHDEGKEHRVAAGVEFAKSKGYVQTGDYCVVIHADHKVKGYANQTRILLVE
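In 50 mM imidazole pH 7.2 with 7 mM MgCl2, LmPK (0.1 nM) turned over PEP (0.5 mM) and ADP (0.1 mM) for 1 h at room temperature. Luciferase read-out of ATP.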
AmpC inh detg: blocks E. coli AmpC beta-lactamase in detergent assay | Potency, µM (series often up to 114 µM), for inactives: top-dose activity change, negative = inhibition, most hits filed as inhibitors | 0.041% of 370,000 active | AmpC hydrolysis of nitrocefin, absorbance 480 nm, 0.01% Triton | AID 485294;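 further: potency means the concentration at half of the fitted maximal effect; 0% = no-compound wells and -100% = no-enzyme wells; nearly all actives have a fitted effect of over 25% in size; some results filed as inactive show a strong effect at the top dose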
Target sequence (P00811 whole entry, looked up): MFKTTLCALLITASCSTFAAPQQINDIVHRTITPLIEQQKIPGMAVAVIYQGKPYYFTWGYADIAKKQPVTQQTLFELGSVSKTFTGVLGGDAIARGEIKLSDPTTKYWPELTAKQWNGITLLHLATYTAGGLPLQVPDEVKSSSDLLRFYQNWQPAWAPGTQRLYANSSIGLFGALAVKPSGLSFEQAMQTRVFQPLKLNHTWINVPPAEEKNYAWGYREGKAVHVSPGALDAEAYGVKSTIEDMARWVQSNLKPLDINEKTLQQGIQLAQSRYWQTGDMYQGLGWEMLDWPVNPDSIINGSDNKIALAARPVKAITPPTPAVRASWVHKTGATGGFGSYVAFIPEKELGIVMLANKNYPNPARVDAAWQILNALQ
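20 mM phosphate pH 7.0 + 0.01% (detergent screen) or 0.0001% Triton X-100; 5.3 nM AmpC reagent; cpd preinc 15 min RT; nitrocefin (800 uM stock) to start; A480 q20 s × 4 min; Activity was normalised to no-enzyme and no-compound control wells.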
AmpC no deterg: blocks E. coli AmpC beta-lactamase in detergent-free assay; P00811; AmpC nitrocefin hydrolysis, absorbance 480 nm, 0.0001% Triton; Potency, µM (highest dose often 57.1 µM), inactives show top-dose activity change, negative = inhibition, usual class: inhibitors; 0.52% of 330,000 active;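 further: potency means the concentration at half of the fitted maximal effect; plate controls were no compound for no effect and no enzyme for full effect; nearly all actives have a fitted effect of over 20% in size; some results filed as inactive show a strong effect at the top dose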
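20 mM phosphate pH 7.0 + 0.01% (detergent screen) or 0.0001% Triton X-100; 5.3 nM AmpC reagent; cpd preinc 15 min RT; nitrocefin (800 uM stock) to start; A480 q20 s × 4 min; Activity was normalised to no-enzyme and no-compound control wells.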
AMA1 RON2 block: inhibitors of Plasmodium falciparum AMA1-RON2 interaction | AlphaScreen AMA1-biotinylated RON2 peptide binding | 0.2% of 360,000 active | Potency, µM (titrated, usually from 58.2 µM), inactives show top-dose activity change, negative = inhibition, actives largely listed as inhibitors;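 further: potency means the concentration at half of the fitted maximal effect; 0% = vehicle wells and -100% = peptide control; nearly all actives have a fitted effect of over 45% in size; some results filed as inactive show a strong effect at the top dose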
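AMA1 (3D7) with his tag at 25 nM final met compounds first, then biotinylated RON2 peptide at 25 nM; detection used donor plus acceptor beads, 10 µg/mL apiece, read by AlphaScreen after 30 min at room temperature.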
TbPYK inhibitor: blocks Trypanosoma brucei pyruvate kinase; AID 624173; Q57TT1; TbPYK enzyme, Kinase-Glo Plus ATP luminescence, 45 min; 0.12% of 410,000 active; Potency, µM (titrated, usually from 76.8 µM), for the others: at the top dose activity, negative = inhibition, hits mostly inhibitors; further: potency means the concentration at half of the fitted maximal effect; nearly all actives have a fitted effect of over 50% in size
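Luminescent Kinase-Glo Plus end-point after 45 min room-temperature reaction of T. brucei pyruvate kinase started with 130 uM ADP (final). Buffer TEA 50 mM pH 7.2 with KCl, MgCl2, BSA, Tween-20; titration-based qHTS with fitted concentration-effect curves.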
HCV inhibitor: blocks hepatitis C virus; 3.4% of 340,000 active; Potency, µM (series often up to 41.8 µM), without a hit: top-dose activity change, negative = inhibition, usual class: inhibitors; AID 651820; Huh7.5.1 HCVcc-Cre infection, luciferase reporter, 44 h; further: potency means the concentration at half of the fitted maximal effect
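Cells seeded at 1,000/well and cultured 4 h, then compounds added followed by HCVcc-Cre virus (~0.5 moi). After 44 h further culture, luciferase substrate was added, plates held 15 min at room temperature, and luminescence read for 15 sec.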
HCMV antiviral: human cytomegalovirus inhibition. 4.5% of 410,000 active. AID 1259415. HFF cells, HCMV-luciferase reporter, 72 h; active compounds read low. activity change, negative = inhibition, % at 57.5 µM; in the data active means activity change below about -60%; inconclusive means no clear call, values can overlap the other calls; inactive means above about -39%
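Steps: HFFs plated, 16 h 37C; compounds added; HCMV-luciferase added to MOI 1 PFU/cell; 72 h 37C; OneGlo reagent, 5 min room temperature; luminescence read, normalized to controls.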
* marks the source's active call; other numbers are inactive results; ? = inconclusive; / = no result given; [ ] = remark or other dose. Unless noted, the call rests on the fitted dose curve; in most records, active means well fitted curve in the direction sought with a large enough effect; inconclusive means small, poorly fitted or top-dose-only effect, or another doubt; inactive means no such curve, though single readings can be large; an effect the other way counts as inactive or inconclusive. Unless noted, on the % scale 0 is the no-effect control and ±100 the full control effect. Rows are unselected; 7.5% or so of the library scored in one or more.

SMILES	LmPK inh	AmpC inh detg	AmpC no deterg	AMA1 RON2 block	TbPYK inhibitor	HCV inhibitor	HCMV antiviral
Cc1ccc(Cl)cc1N1CCN(S(=O)(=O)c2cc(Br)cc3c2N(C(=O)C2CC2)CC3)CC1	/	-6%	/	/	0%	/	4
O=C(Cn1nnc(-c2cccc(C(F)(F)F)c2)n1)N1CCCCCC1	16%	-1%	34%	16%	-12%	11%	37
CCOc1ccc(-n2c(=O)c3c4c(sc3n(Cc3cccc(C)c3)c2=O)CCCC4)cc1	/	4%	/	/	8%	/	-21
COc1ccc(S(=O)(=O)CCC(=O)N2CCN(c3ccccc3F)CC2)cc1	-4%	-6%	21%	-24%	-1%	8%	?
NC(=O)N/N=C/c1cc(Br)ccc1OC(=O)c1ccccc1	3%	-1%	-38%	18%	0%	-12%	11
C[C@H](N)c1nnc(SCC(=O)c2ccc(Cl)cc2)o1	0%	-1%	-10%	50%[activator]	-6%	2%	-15
COc1ccc(CCC(=O)Nc2ccc(-c3noc(-c4ccc(OC)c(OC)c4)n3)cc2)cc1	5%	5%	-18%	-5%	-7%	-27%	57
CCc1ccc(OC(C)c2nnc(SCC(=O)Nc3ncccc3C)n2C)cc1 (stereo not drawn)	1%	-1%	70%[activator]	-5%	-33%	?	?
O=[N+]([O-])c1cccc(CN2CCCCCC2)c1	6%	7%	-27%	-3%	1%	-4%	-10
CCN1CCN(C2=C(NS(=O)(=O)c3ccc(NC(C)=O)cc3)C(=O)c3ccccc3C2=O)CC1	-8%	2%	-23%	-14%	-7%	?	-17
CC([NH2+][O-])C(C)(C)NO (stereo not drawn)	-7%	-21%	-23%	-24%	5%	2%	33
CCCn1ccc2c(OCC(=O)NCc3ccc(C)cc3)cccc2c1=O	/	-1%	/	/	0%	/	12
CCCN(C(=O)COC(=O)c1cc(CC)c(C)s1)c1c(N)n(Cc2ccccc2)c(=O)[nH]c1=O	/	?	-11%	-18%	1%	?	-7
Cc1ccc(OCCNC(=O)CCNS(=O)(=O)c2ccc3ccccc3c2)cc1	/	-2%	-18%	-8%	8%	?	2
O=C(NCC1CCCO1)C1CCCN1C(=O)Nc1ccc(Cl)cc1 (stereo not drawn)	0%	3%	10%	8%	7%	15%	-30
CC(=O)c1cccc(NC(=O)c2ccc(NS(C)(=O)=O)cc2)c1	3%	2%	-3%	-8%	2%	?	39
CCCCc1cn([C@@H](CCCCNC(=O)OC(C)(C)C)C(=O)N2CCN(C(=O)OC(C)(C)C)CC2)nn1	2%	6%	188%[activator]	12%	3%	14%	49
COc1ccc(-c2nc(CN3CCN(C(=O)c4ccco4)CC3)c(C)o2)cc1OC	9%	1%	85%[activator]	3%	-12%	8%	13
COC(=O)CCC(=O)Nc1ccc(C)cc1OC(=O)CCC(=O)OC	3%	-7%	-22%	17%	-14%	4%	-4
O=C(COC(=O)c1cnc(Cl)c(Cl)c1)NCc1ccco1	-8%	-1%	-28%	-6%	-18%	5%	1
CCOc1cc(-c2cc(-c3ccccc3)nc(N)c2C#N)ccc1O	3%	?	-29%	-1%	-17%	-26%	63
CC1(c2cccc3ccccc23)OC(=O)c2ccccc21 (stereo not drawn)	/	/	/	-12%	-1%	-44%	20
COc1ccc(NC(=O)CSc2nc3c(c(=O)[nH]2)CCC3)cc1OC	1%	0%	-2%	0%	-6%	10%	-2
CC(=O)Nc1ccc(N2C(=O)CC(Sc3nc4ccccc4s3)C2=O)cc1 (stereo not drawn)	2%	2%	22%	49%[activator]	3%	16%	1
COc1ccc(-n2cc(CNCc3cnc4ccccn34)c(-c3cccc(F)c3)n2)cc1	1%	0%	137%[activator]	-16%	4%	?	-30

Entries of single compounds from above. Order of values: LmPK inh, AmpC inh detg, AmpC no deterg, AMA1 RON2 block, TbPYK inhibitor, HCV inhibitor, HCMV antiviral
`NC(=O)N/N=C/c1cc(Br)ccc1OC(=O)c1ccccc1` as listed: 3%, -1%, -38%, 18%, 0%, -12%, 11
`CC1(c2cccc3ccccc23)OC(=O)c2ccccc21` (stereo not drawn) as listed: /, /, /, -12%, -1%, -44%, 20

The listing picks up, starting four compounds before the break.
SMILES	LmPK inh	AmpC inh detg	AmpC no deterg	AMA1 RON2 block	TbPYK inhibitor	HCV inhibitor	HCMV antiviral
CC1(c2cccc3ccccc23)OC(=O)c2ccccc21 (stereo not drawn)	/	/	/	-12%	-1%	-44%	20
COc1ccc(NC(=O)CSc2nc3c(c(=O)[nH]2)CCC3)cc1OC	1%	0%	-2%	0%	-6%	10%	-2
CC(=O)Nc1ccc(N2C(=O)CC(Sc3nc4ccccc4s3)C2=O)cc1 (stereo not drawn)	2%	2%	22%	49%[activator]	3%	16%	1
COc1ccc(-n2cc(CNCc3cnc4ccccn34)c(-c3cccc(F)c3)n2)cc1	1%	0%	137%[activator]	-16%	4%	?	-30
Cc1ccc(NC(=O)/C(=C\c2cccnc2)NC(=O)c2ccco2)cc1	3%	-7%	-3%	1%	6%	16%	35
O=C1NCCOC(=O)[C@@H](Cc2ccc(F)cc2)CC/C=C/C[C@H]1CC(=O)N(CCO)Cc1ccccc1	/	/	189%[activator]	-3%	3%	11µM*	-33
Cc1ccc(S(=O)(=O)N2C[C@]3(O)C[C@@H]4C(=O)N(c5ccccc5)C(=O)[C@@H]4C[C@]3(OC(=O)Nc3cccs3)C2)cc1	/	/	/	-15%	-13%	/	13
CC(C)=CCC/C(C)=C/CNC(=O)C[C@H]1C[C@H](C(=O)N2CCOCC2)[C@@]2(C)c3[nH]c4cc(-c5ccco5)ccc4c3CCN2C1=O	/	/	151%[activator]	?	-5%	?	/
O=C(Cc1ccccc1)NCC(=O)N1CCN(c2ccccc2)CC1	-1%	-2%	21%	24%	-3%	24%	/
COc1ccc(NC(=O)CN(C)C(=O)c2ccc(NC3CC3)c([N+](=O)[O-])c2)cc1	/	-16%	-11%	-11%	4%	?	?
CCOC(=O)c1cn(Cc2ccc(Br)cc2)nn1	1%	?	-23%	1%	1%	-3%	-30
Clc1ccc(CSc2ncn(-c3ccccc3)n2)cc1	2%	?	-20%	10%	2%	-5%	-2
Cc1cc(NC(=O)c2cccn(Cc3cccc([N+](=O)[O-])c3)c2=O)no1	/	-2%	/	/	0%	/	-18
Cc1cc(C)n2nc(SCc3nnc(SCc4ccccc4C)s3)nc2n1	19%	-4%	89%[activator]	-1%	-2%	?	21
COc1ccc(COC(=O)C2=C(C)NC(=O)NC2c2ccccc2)cc1 (stereo not drawn)	4%	5%	-21%	-6%	-3%	-12%	3
CCc1ccc(-c2nc(CN3CCCC(C(=O)NCCc4ccc(OC)c(OC)c4)C3)c(C)o2)cc1 (stereo not drawn)	4%	-17%	168%[activator]	-9%	-12%	8.9µM*	-92*
C=CCC1(CN2CCCCCC2=O)C(=O)NC(=O)NC1=O	3%	3%	/	3%	-8%	9%	-21
O=C(c1cccc(O)c1)N1CCN(C(=O)C2CC2)CC1	/	/	-8%	-7%[11.6 µM]	-11%	38%[activator]	-7
CCOC(=O)C(=CNc1ccc(C(O)(C(=O)OCC)C(F)(F)F)cc1C)C(=O)OCC (stereo not drawn)	0%	-5%	148%[activator]	7%	5%	?	27
CN(C)c1ccc(C(=O)n2nnc3ccccc32)cc1	-19%	?	-39%	11%	-6%	-5%	229
N#CC1(NC(=O)COC(=O)CCCN=C2NS(=O)(=O)c3ccccc32)CCCCC1	-6%	6%	0%	10%	-9%	17%	-5
CC(C)CN(CC(C)C)C(=O)C1C2c3ccccc3C(c3ccccc32)C1C(=O)O (stereo not drawn)	2%	-6%	-2%	1%	-11%	20%	18
CCCCNC(=O)c1nn(C)c2c1CSc1ccccc1-2	/	-14%	/	/	6%	/	-21
COc1ccccc1CNC(=O)C1CCN(S(C)(=O)=O)CC1	-2%	-1%	/	3%	1%	2%	63
CCC(C)(C(=O)NC1CCCC1)N(C)C(=O)Cc1c[nH]c2ccccc12 (stereo not drawn)	-6%	-3%	-2%	-5%	3%	14%	44
COC(=O)CCCCC1SCC(NC(=O)OC)C1NC(=O)OC (stereo not drawn)	-6%	?	-3%	0%	1%	13%	2
O=C(c1cc2ccccc2o1)N(Cc1ccco1)Cc1cccs1	/	?	-37%	-14%	3%	6%	3

Fetched by compound from the entries so far, two records:
SMILES	LmPK inh	AmpC inh detg	AmpC no deterg	AMA1 RON2 block	TbPYK inhibitor	HCV inhibitor	HCMV antiviral
Cc1ccc(NC(=O)/C(=C\c2cccnc2)NC(=O)c2ccco2)cc1	3%	-7%	-3%	1%	6%	16%	35
COc1ccc(NC(=O)CN(C)C(=O)c2ccc(NC3CC3)c([N+](=O)[O-])c2)cc1	/	-16%	-11%	-11%	4%	?	?

Among those listed so far, 2 have a CF3 group:
SMILES	LmPK inh	AmpC inh detg	AmpC no deterg	AMA1 RON2 block	TbPYK inhibitor	HCV inhibitor	HCMV antiviral
O=C(Cn1nnc(-c2cccc(C(F)(F)F)c2)n1)N1CCCCCC1	16%	-1%	34%	16%	-12%	11%	37
CCOC(=O)C(=CNc1ccc(C(O)(C(=O)OCC)C(F)(F)F)cc1C)C(=O)OCC (stereo not drawn)	0%	-5%	148%[activator]	7%	5%	?	27
